Yeast superoxide: reduction of superoxide in aged yeast, primary screen, HTS; S. cerevisiae aged cells, superoxide DHE fluorescence; hits give low values; AID 2690, 2010; 330,000 compounds, 0.18% hits; superoxide response (% of plate mean), % at 10 µM;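 active means superoxide response under a set limit, about three screen SD below normal, cut at about 65% in these data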;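 further: yeast aged for seven days with compound at 30 °C before DHE staining; 100% = average MFI of all compound-treated wells on the plate with controls excluded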
AGP1 TOR yeast: modulators of AGP1-GFP expression in yeast TOR pathway, primary screen, cell-based, multiplex flow cytometry, S. cerevisiae, MLPCN library | 320,000 compounds, 0.02% hits | AID 2066, 2009 | GFP response vs DMSO, % at 10 µM | 3 h; GFP as percent of DMSO wells;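 active means GFP response relative to DMSO above a set limit, near screen average plus 3 SD, cut at about 150% in these data; inconclusive means fewer than 70 cells counted for the yeast strain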;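 further: median GFP channel fluorescence of the gated AGP1 strain per well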
MEP2 TOR yeast: modulators of MEP2-GFP levels in yeast, primary screen, S. cerevisiae, multiplex flow cytometry, MLPCN library; 330,000 compounds, 0.51% hits; S. cerevisiae MEP2-GFP strain, 3 h; 100% = DMSO control level; GFP response vs DMSO, % at 10 µM;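 active means GFP response versus DMSO above a set limit, roughly screen mean plus 3 SD, cut at about 180% in these data; inconclusive means fewer than 70 cells counted for a yeast strain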;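 further: median GFP fluorescence of the barcode-gated MEP2-GFP cells per well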
CIT2 TOR yeast: modulators of CIT2-GFP expression in yeast, primary screen, S. cerevisiae, GFP fusion, multiplex flow cytometry, MLPCN library; S. cerevisiae CIT2-GFP strain, 3 h; 100 means same as DMSO wells; GFP response vs DMSO, % at 10 µM; 320,000 compounds, 0.065% hits; AID 2029, 2009;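 active means GFP response relative to DMSO above a set limit, near the screen mean plus 3 SD, cut at about 150% in these data; inconclusive means Fewer than 70 cells measured for a yeast strain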;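 further: ratio of well median GFP fluorescence to mean of DMSO wells on the plate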
RPL19A TOR yeast: RPL19A-GFP expression modulators in yeast, primary screen, cell-based, S. cerevisiae, multiplex flow cytometry, MLPCN; S. cerevisiae RPL19A-GFP strain, 3 h; hits give low values; 330,000 compounds, 0.3% hits; AID 2025, 2009; percent response vs DMSO, % at 10 µM;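 active means percent response vs DMSO below 50%; inconclusive means fewer than 70 events counted for the yeast strain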;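 further: median channel GFP fluorescence of the barcoded RPL19A-GFP strain; ratio of sample median GFP to plate DMSO average so 100% = DMSO; lower means less RPL19A-GFP as with rapamycin TOR inhibition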
Efflux pump inh: inhibitors of Candida efflux pumps in yeast, primary screen, S. cerevisiae, Nile Red, multiplex; AID 485275, 2010; S. cerevisiae Candida pump triplex; inhibition, % at 10 µM; 330,000 compounds, 0.44% hits;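 active means plate passing quality check with inhibition over a set limit, or well fluorescence over plate mean plus 4 SD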;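 further: Nile Red retained in pooled yeast measured as flow cytometry median fluorescence; 0% = buffer negative control and 100% = Enniatin B positive control; higher means more Nile Red kept so more efflux inhibition; some compounds called inactive have numbers as strong as hits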
AHR activator: AHR activators, primary screen, cell-based, luminescence, luciferase reporter, human; Aryl hydrocarbon receptor (Homo sapiens), P35869; AHR-responsive luciferase reporter cells; activation, % at 5 µM; 320,000 compounds, 2.5% hits; AID 2796, 2010; in the data active means activation above about 47%;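 further: 0% = vehicle wells and 100% = reference agonist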
Target sequence (P35869 whole entry, looked up): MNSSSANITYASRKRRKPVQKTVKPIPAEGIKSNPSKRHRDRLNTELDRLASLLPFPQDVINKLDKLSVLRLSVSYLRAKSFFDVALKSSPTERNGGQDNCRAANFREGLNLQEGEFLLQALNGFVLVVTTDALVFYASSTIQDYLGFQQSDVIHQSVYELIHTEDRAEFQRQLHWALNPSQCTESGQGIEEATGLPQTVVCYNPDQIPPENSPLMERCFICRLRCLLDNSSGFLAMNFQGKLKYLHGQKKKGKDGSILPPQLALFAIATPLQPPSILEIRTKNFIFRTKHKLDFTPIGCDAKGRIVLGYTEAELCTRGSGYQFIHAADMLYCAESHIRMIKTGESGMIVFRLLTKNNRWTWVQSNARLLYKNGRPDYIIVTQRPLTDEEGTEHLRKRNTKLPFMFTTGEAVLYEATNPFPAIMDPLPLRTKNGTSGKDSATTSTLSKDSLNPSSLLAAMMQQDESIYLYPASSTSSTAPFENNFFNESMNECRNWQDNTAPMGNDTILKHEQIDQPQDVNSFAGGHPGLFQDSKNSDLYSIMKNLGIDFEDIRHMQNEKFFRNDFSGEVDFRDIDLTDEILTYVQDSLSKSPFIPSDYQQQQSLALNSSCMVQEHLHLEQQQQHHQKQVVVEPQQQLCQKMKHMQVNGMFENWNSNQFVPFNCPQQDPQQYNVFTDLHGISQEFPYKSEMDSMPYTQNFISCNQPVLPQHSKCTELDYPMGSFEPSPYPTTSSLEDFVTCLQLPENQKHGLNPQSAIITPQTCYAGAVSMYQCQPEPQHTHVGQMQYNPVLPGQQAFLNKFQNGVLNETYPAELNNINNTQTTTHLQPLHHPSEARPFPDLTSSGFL
LAP4-GFP MLPCN: modulators of LAP4-GFP expression in yeast, primary screen, S. cerevisiae, multiplex flow cytometry, MLPCN library; 3 h; median GFP as percent of DMSO wells; GFP response vs DMSO, % at 10 µM; 320,000 compounds, 0.34% hits;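 active means GFP response vs DMSO above a set limit, about the screen mean plus 3 SD, cut at about 150% in these data; inconclusive means under 70 cell events counted for the yeast strain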
* hit, by the source's call; ? = inconclusive; / = not tested or not shown; [ ] = remark or other dose.

molecule,Yeast superoxide,AGP1 TOR yeast,MEP2 TOR yeast,CIT2 TOR yeast,RPL19A TOR yeast,Efflux pump inh,AHR activator,LAP4-GFP MLPCN
CCCCC(=O)N1CC(=O)Nc2ccc(F)cc2C1c1ccccc1 (configuration not stated),130,100,101,97,100,0.2,2,98
CCOC(=O)c1cc(NC(=O)CSc2nnc(CN3CCOCC3)n2C)ccc1Cl,108,107,101,105,102,-0.2,3,94
CNC(=O)CC(CC(=O)c1ccccc1)c1ccccc1 (configuration not stated),96,95,91,102,94,0.0,1,105
CCOC(=O)C1=C(C)NC(=S)NC1c1cccs1 (configuration not stated),98,97,95,97,103,0.0,-1,89
COCCn1nnnc1SCC(=O)NCc1ccc2c(c1)OCO2,94,98,94,97,97,0.1,0,92
COc1ccc(NC(=O)CSCc2cc(=O)n3c(C)csc3n2)cc1,103,104,101,106,99,-0.1,4,98
c1cc(-c2nnn(CCOCCn3nnc(-c4ccncc4)n3)n2)ccn1,97,99,107,117,102,-0.1,2,95
Cc1ccccc1NNC(N)=S,107,100,97,99,101,-0.1,7,97
Cc1ccccc1C(=O)NN1CCOCC1,105,103,116,107,102,0.0,-2,105
COc1ccc(-c2noc(C3CCCN(C(=O)c4ccc(F)cc4)C3)n2)cc1 (configuration not stated),106,93,108,100,103,-0.1,-3,89
CC1CCCCC1NC(=O)Cn1nc(-c2ccccc2)ccc1=O (configuration not stated),106,96,99,97,93,-0.1,-1,90
Cc1cc2ncn(-c3nnnn3-c3ccccc3)c2cc1C,90,103,114,95,95,0.1,-9,92
Cc1ccc(S(=O)(=O)N2CCC(C(=O)NCC(C)(C)N3CCOCC3)CC2)c(C)c1,98,97,101,95,99,0.2,0,105
COc1ccccc1N1CCN(C(=O)c2cc3c(C)nc4ccccc4c3o2)CC1,79,100,105,96,97,0.1,3,93
C=CCc1c(C)nc(SC)nc1Nc1ccc(C)cc1,82,85,97,84,98,0.1,22,104
Cc1ccc(-c2ccc(CCC(=O)O)o2)cc1,111,82,100,99,99,0.3,1,158*
COc1ccc(-n2nnnc2SCC(=O)Nc2nnc(C)s2)cc1OC,93,116,109,107,105,0.0,-1,96
Cc1cccc([N+](=O)[O-])c1NC(=O)COC(=O)c1nc2nccc(C)n2n1,146,92,98,83,89,0.0,-1,89
CC1CCCCN1S(=O)(=O)c1ccc(C(=O)Nc2nnc(-c3ccncc3)o2)cc1 (configuration not stated),86,111,104,103,105,-0.2,1,106
Cc1ccccc1NC(=O)N1CCN(C/C=C/c2ccccc2)CC1,96,103,102,98,99,0.0,-2,106
CCc1nnc(NC(=O)CSc2nc3ccc(OC)cc3[nH]2)s1,88,107,114,103,108,-0.1,12,97
COc1ccc(/C=C/C(=O)OCC(=O)NCCC2=CCCCC2)cc1,87,88,85,84,86,0.1,1,74
O=C(COC(=O)c1ccc2c(c1)S(=O)(=O)c1ccccc1C2=O)NC1CC1,99,105,106,109,112,0.1,1,94
CCCSc1nsc(SCCC)c1C#N,110,83,95,86,86,0.0,1,87
CCN1C(=O)[C@H]2[C@@H](c3ccc(-c4ccc5c(c4)OCO5)cc3)N[C@@](Cc3ccccc3)(C(=O)OC)[C@H]2C1=O,96,102,96,95,96,-0.1,3,95

Two entries from above, with two lines to a compound:
Below each compound – Yeast superoxide, AGP1 TOR yeast, MEP2 TOR yeast, CIT2 TOR yeast, RPL19A TOR yeast, Efflux pump inh, AHR activator, LAP4-GFP MLPCN
> Cc1ccccc1NNC(N)=S
    107, 100, 97, 99, 101, -0.1, 7, 97
> Cc1ccccc1C(=O)NN1CCOCC1
    105, 103, 116, 107, 102, 0.0, -2, 105

(continued)
molecule,Yeast superoxide,AGP1 TOR yeast,MEP2 TOR yeast,CIT2 TOR yeast,RPL19A TOR yeast,Efflux pump inh,AHR activator,LAP4-GFP MLPCN
Cc1c(NC(=S)NC(=O)c2ccccc2Cl)c(=O)n(-c2ccccc2)n1C,134,101,108,99,109,-0.1,-2,95
CC(=O)Nc1ccccc1/C=C/c1ccc2c(C)cc(C)c(O)c2n1,109,100,107,101,107,0.9,29,97
CCC(C)(c1ccc(C=O)s1)c1ccc(C=O)s1,92,95,95,91,98,0.1,-1,94
COc1ccc(-c2noc(=O)n2Cc2ccccc2Cl)cc1,86,104,100,93,101,-0.1,1,104
CC(=O)Nc1nonc1NC(=O)c1ccc(C(C)(C)C)cc1,80,99,102,99,101,-0.1,33,94
CC(C(=O)OCC(=O)Nc1ccc2c(c1)OCO2)N1C(=O)c2ccccc2C1=O (configuration not stated),74,93,101,112,91,-0.2,5,100
C[C@H](CO)N1C[C@H](C)[C@@H](CN(C)C(=O)NC2CCCCC2)Oc2ccc(NC(=O)Cc3ccccc3)cc2C1=O,78,100,90,92,93,0.1,-1,94
Oc1ccc(-c2c(C3=CCCCC3)sc3ccccc23)cc1,110,86,98,92,99,-0.2,24,136
Cc1ncoc1C(=O)NC1CC(C)(C)Cc2c1cnn2-c1ccc(F)cc1 (configuration not stated),104,100,94,95,105,-0.2,-2,86
O=S1(=O)c2ccccc2C(CCO)N1Cc1ccccc1 (configuration not stated),95,94,100,102,104,0.0,0,131
Cc1sc(NC(=O)Nc2ccccc2)c(C(N)=O)c1C,85,111,106,103,101,0.1,53*,111
CCOc1ccc(-c2nnc3sc(COc4ccccc4)nn23)cc1,107,101,94,94,96,0.0,4,94
COc1ccc(-c2cc(C(=O)Nc3cc(Br)ccc3O)no2)cc1,97,99,112,101,105,-0.2,1,98
COc1ccc(Cl)cc1C(=O)NNC(=O)c1[nH]c(C)c(C(C)=O)c1C,84,99,97,97,99,0.0,81*,95
C/C(=C\C(=O)O)CC(=O)O,83,98,105,108,94,0.0,2,91
C/C(=N\O)C(C)NC(=O)c1ccccc1 (configuration not stated),98,87,93,92,93,0.8,-1,81
CC(=O)c1cccc(S(=O)(=O)N2CCC(C(=O)Oc3ccc(-c4nnco4)cc3)CC2)c1,95,101,100,94,98,0.4,0,100
CCCCNC(=S)NCc1ccc2[nH]c(C)cc2c1,114,103,96,98,103,0.0,26,92
O=c1c2cc(N3CCOCC3)ccc2[nH]c(=S)n1CC1CCCO1 (configuration not stated),110,87,95,98,96,0.1,14,78
C/C(=N\Nc1nc(-c2cc(C)ccc2C)cs1)c1cc2ccccc2oc1=O,91,98,105,103,108,0.1,11,98
O=C(CCS(=O)(=O)c1ccc(Cl)cc1)Nc1ccc(F)cc1,92,98,117,106,104,0.0,1,95
CCCCCOc1ccc(N2C(=O)C(C)CNC2=S)cc1 (configuration not stated),95,100,109,100,102,-0.1,0,101
Cc1cc(C(=O)Nc2cccc(S(=O)(=O)N3CCCCC3)c2)c2ccccc2n1,100,96,98,102,103,-0.2,6,93
CCS(=O)(=O)NCc1csc(C)n1,94,97,100,99,92,-0.2,0,96
N/C(=N\OC(=O)CCCOc1ccccc1)c1ccncc1,103,98,107,104,110,0.1,3,90
Oc1c(I)cc(I)c2cccnc12,69,96,111,148,100,-0.1,10,238*
c1ccc2cc(C3CCCCC3)ncc2c1,92,97,101,100,97,-0.5,-1,102
Cc1ccc(C2CC(c3ccccc3)=NN2C(=O)CSc2nnc(-c3ccc(Cl)cc3)o2)o1 (configuration not stated),112,96,98,93,99,0.2,3,90
C/C(=N\NC(=O)c1ccc2c(c1)OCO2)c1ccco1,106,102,98,99,101,-0.1,45,99
CCN(c1ccccc1C)S(=O)(=O)c1nnc(NC(=O)c2ccco2)s1,106,100,104,102,105,-0.4,0,109
O=C(O)CSc1cccnc1Sc1ccc(Cl)cc1,133,102,87,98,95,0.0,0,107
CCC(=O)C1CCCN(C(=O)c2ccc(OC3CCN(C(=O)CCOC)CC3)cc2)C1 (configuration not stated),93,93,95,110,103,-0.1,4,73
Cc1sc2c(c1C)c(=O)n(-c1ccccc1)c1nncn21,105,105,104,104,100,0.1,12,100
O=C(CC1S/C(=N/N=C/c2cccs2)NC1=O)Nc1ccccc1F (configuration not stated),95,105,98,99,99,-0.1,4,114
COc1ccc(S(=O)(=O)N(C)CC(=O)Nc2c(F)cccc2F)cc1,84,96,96,94,92,0.1,-1,95
N#Cc1ccc(COC(=O)c2cccnc2Cl)cc1,167,102,102,111,105,-0.1,3,90
O=C1C=CC(=O)N1N(c1ccccc1)c1ccccc1,101,72[may fluoresce green],84[may fluoresce green],74[may fluoresce green],100[may fluoresce green],0.1,13,122[may fluoresce green]
Nc1nc(SCC(=O)c2ccc([N+](=O)[O-])cc2)n[nH]1,92,102,106,107,102,0.0,5,89
Cc1ccc(C(=O)N/C(=C\c2ccc(-c3cc(Cl)ccc3Cl)o2)C(=O)NCc2cccnc2)cc1,103,/,103,100,99,-0.1,4,100
O=C(O)C1C2C=CC(O2)C1C(=O)Nc1cccc(C(F)(F)F)c1 (configuration not stated),103,96,101,101,100,0.1,-2,98
COc1cc2c(cc1OC)-c1cc(NC3CC3)nc(=O)n1CC2,91,99,100,100,99,0.1,6,93
O=C(NCc1cccs1)c1ccc(CS(=O)(=O)c2ccc(Cl)cc2)o1,108,101,101,105,101,-0.1,5,95
Cc1cnc(CNC(=O)c2ccc(OC3CCN(C(=O)C4CC4)CC3)cc2)cn1,101,91,92,87,92,-0.1,-1,91
CS(=O)(=O)c1ccc(Cl)c(NC(=O)CCN2C(=O)C3CC=CCC3C2=O)c1 (configuration not stated),107,91,91,95,90,0.2,-2,91
CCCCCC(=O)N(Cc1ccccc1)c1c(N)n(CCOC)c(=O)[nH]c1=O,93,102,98,96,106,0.2,-1,100
O=C1NCCCc2c1oc1ccc(O)cc21,98,101,97,89,100,0.1,8,91
O=S(=O)(c1ccccc1)c1ccc(N2CCCCCC2)cc1,98,95,91,94,103,-0.1,-1,95
O=C(NC(Cc1c[nH]c2ccccc12)C(=O)OCC(=O)c1cccc2ccccc12)c1cccs1 (configuration not stated),101,96,107,100,101,-0.2,14,93
C/C=C1\NC(=O)[C@H](C)NC(=O)[C@@H](NC(=O)[C@@H](Cc2ccc(O)cc2)NC(=O)[C@@H](NC(=O)/C(C)=C/C)C(C)C)[C@@H](C)OC(=O)[C@H](CCCCc2ccc(O)cc2)NC(=O)[C@@H](CCC(=O)O)NC1=O,99,103,101,91,106,0.2,-2,104
CCC(=O)N(Cc1cc2ccc(C)cc2n2nnnc12)C1CCCCC1,90,102,102,/,101,0.4,-1,100

The results go on:
molecule,Yeast superoxide,AGP1 TOR yeast,MEP2 TOR yeast,CIT2 TOR yeast,RPL19A TOR yeast,Efflux pump inh,AHR activator,LAP4-GFP MLPCN
C#CCNC(=O)C1=C[C@H](c2ccc3c(c2)OCO3)[C@@H](CCCO)[C@H](OCC)O1,104,?,300*[may fluoresce violet],?,46*[may fluoresce violet],-0.1,1,75[may fluoresce violet]
COC(OC)c1ccnc(-c2ccc(OC(=O)c3cccs3)cc2)n1,103,100,103,94,97,0.0,2,101
O=C(COc1ccc(/C=N/NS(=O)(=O)c2ccccc2)cc1)NCCc1ccccc1,95,100,99,98,105,0.0,2,117
CCOc1cc(C(=O)Nn2cnnc2)cc(OCC)c1OCC,98,91,130,93,93,0.0,1,128

Screening results from PubChem.
